G9a block: blocks human histone lysine methyltransferase G9a. Q96KQ7. 350,000 tested, 8.8% active. G9a H3K9 monomethylation, AlphaScreen, 2 h. AID 504332. Potency, µM (top dose mostly 102 µM), for the others: top-dose activity, negative = inhibition, hits mostly inhibitors; further: on the % scale 0 is the no-effect control and ±100 the full control effect; nearly all actives have a fitted effect of over 75% in size
Target sequence (Q96KQ7 913-1193 limits assumed): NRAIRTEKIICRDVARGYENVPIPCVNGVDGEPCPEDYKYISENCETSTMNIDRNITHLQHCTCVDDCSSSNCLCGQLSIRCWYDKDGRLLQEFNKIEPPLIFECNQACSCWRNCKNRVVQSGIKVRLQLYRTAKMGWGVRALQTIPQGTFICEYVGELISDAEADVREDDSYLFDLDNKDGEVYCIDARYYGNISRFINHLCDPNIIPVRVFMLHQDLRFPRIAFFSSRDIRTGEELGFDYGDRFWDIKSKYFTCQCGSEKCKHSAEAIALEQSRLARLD
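Quantitative HTS format: methyltransferase activity on a biotin-tagged H3K9 peptide is measured by AlphaScreen, using a rabbit anti-monomethyl-H3K9 antibody with streptavidin donor and anti-IgG acceptor beads. Final levels are 20 nM enzyme, 500 nM peptide, 20 uM SAM; 2 h RT.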
Pol beta inh: inhibitors of human DNA polymerase beta; P06746; 340,000 tested, 1.3% active; Pol beta primer extension/strand displacement, fluorescence kinetic; Potency, µM (doses to about 114 µM), for inactives: at the top dose activity change, negative = inhibition, usual class: inhibitors; further: on the % scale 0 is the no-effect control and ±100 the full control effect
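Curves were derived by four-parameter Hill fits of normalized qHTS data. The kinetic fluorescent primer-extension read was taken at 0 and 10 min after 50 nM substrate, following a 15 min room-temperature preincubation of 10 nM enzyme with compounds.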
Apoferritin bind: candidate novel general anesthetic via apoferritin binding; apoferritin/1-aminoanthracene competitive binding, fluorescence; AID 485281; Potency, µM (series often up to 77.5 µM), without a hit: at the top dose activity change, negative = displacement, actives largely listed as inhibitors; 350,000 tested, 0.074% active; P02791; further: on the % scale 0 is the no-effect control and ±100 the full control effect; nearly all actives have a fitted effect of over 20% in size
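Horse-spleen apoferritin (10 uM) in 50% saturated 1-aminoanthracene in PBS was incubated 10 min at room temperature with compound. Fluorescence (ex 380, em 535 nm) was normalized to free and bound 1-AMA, with concentration-response fitted by a four-parameter Hill equation.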
BAZ2B inh: BAZ2B (human) inhibition | AlphaScreen BAZ2B-H3K14Ac peptide displacement | Potency, µM (doses to about 114 µM), without a hit: top-dose activity change, negative = inhibition, usual class: inhibitors | 360,000 tested, 4.4% active | AID 504333; further: on the % scale 0 is the no-effect control and ±100 the full control effect; nearly all actives have a fitted effect of over 60% in size
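Protein-peptide AlphaScreen: BAZ2B 50 nM, b-H3K14Ac 50 nM, 1x PBS pH 7.4 + 0.01% Tween-20. Preincubation 30 min RT; cpd 30 min RT (top 110 uM); beads 20 min RT, light-protected.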
BLM inh: inhibitors of human Bloom syndrome helicase BLM. AID 2528. Potency, µM (highest dose often 56.1 µM), for inactives: at the highest dose activity change, negative = inhibition, most hits filed as inhibitors. P54132. recombinant BLM DNA unwinding, fluorescence dequenching. 350,000 tested, 0.2% active;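 further: plate controls were vehicle for no effect and no enzyme for full effect; nearly all actives have a fitted effect of over 35% in size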
Pol eta inh: blocks human DNA polymerase eta activity; Potency, µM (highest dose often 114 µM), for the others: top-dose activity change, negative = inhibition, hits mostly inhibitors; 390,000 tested, 1.2% active; recombinant Pol eta, fluorescent DNA replication assay; Q9Y253; further: on the % scale 0 is the no-effect control and ±100 the full control effect
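Pol eta at 10 nM preincubated with compounds 15 min at room temperature; reaction started with fluorescent substrate (50 nM final) and read kinetically at 0 and 10 min.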
POLK inh: blocks human DNA polymerase kappa activity; 400,000 tested, 0.53% active; AID 588579; Potency, µM (highest dose often 107 µM), without a hit: at the highest dose activity, negative = inhibition, most hits filed as inhibitors; purified Pol kappa, fluorescent DNA synthesis assay, 10 min; Q9UBT6; further: on the % scale 0 is the no-effect control and ±100 the full control effect
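Here, compound and 10 nM enzyme are combined for 15 min at room temperature; adding 50 nM substrate (final) starts DNA synthesis, tracked by fluorescence at 0 and 10 min against buffer-only wells.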
POLI inh: blocks human DNA polymerase iota activity; Q9UNA4; Pol iota fluorescent replication assay, 10 min; Potency, µM (top dose mostly 115 µM), for inactives: at the highest dose activity, negative = inhibition, hits mostly inhibitors; 390,000 tested, 1% active; AID 588590
Target sequence (Q9UNA4 whole entry, looked up): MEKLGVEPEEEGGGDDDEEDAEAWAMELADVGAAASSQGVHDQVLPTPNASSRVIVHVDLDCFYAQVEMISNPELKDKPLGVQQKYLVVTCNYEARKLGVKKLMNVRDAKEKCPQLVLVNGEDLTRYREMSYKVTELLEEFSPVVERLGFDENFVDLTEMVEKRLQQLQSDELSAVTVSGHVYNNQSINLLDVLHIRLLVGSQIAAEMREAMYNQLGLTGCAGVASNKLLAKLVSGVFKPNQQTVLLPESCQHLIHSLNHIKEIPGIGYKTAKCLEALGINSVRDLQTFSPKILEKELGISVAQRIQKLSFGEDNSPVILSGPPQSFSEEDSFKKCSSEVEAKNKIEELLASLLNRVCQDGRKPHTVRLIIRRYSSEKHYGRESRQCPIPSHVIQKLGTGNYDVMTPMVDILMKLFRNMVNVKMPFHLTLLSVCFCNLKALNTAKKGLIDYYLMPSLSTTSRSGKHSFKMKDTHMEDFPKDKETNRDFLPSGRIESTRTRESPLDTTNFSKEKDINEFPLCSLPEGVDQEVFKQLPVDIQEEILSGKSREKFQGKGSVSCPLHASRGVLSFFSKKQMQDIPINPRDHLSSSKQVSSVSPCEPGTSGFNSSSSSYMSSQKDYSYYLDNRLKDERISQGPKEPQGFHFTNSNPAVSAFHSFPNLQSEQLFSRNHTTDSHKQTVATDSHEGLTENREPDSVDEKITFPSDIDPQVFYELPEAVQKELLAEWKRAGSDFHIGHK
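Pol iota at 10 nM preincubated 15 min with compounds at room temperature; reaction started with fluorescent substrate, 50 nM final. Fluorescence read kinetically at 0 and 10 min; buffer-only wells as negative control.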
APEX1 inh: inhibitors of human APE1 endonuclease. P27695. recombinant APE1, TAMRA/BHQ-2 abasic DNA cleavage fluorescence. Potency, µM (top dose mostly 65.8 µM), for inactives: top-dose activity change, negative = inhibition, most hits filed as inhibitors. 350,000 tested, 0.35% active;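 further: plate controls were vehicle for no effect and reference inhibitor for full effect; nearly all actives have a fitted effect of over 55% in size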
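Measures dequenching upon AP-site incision of a 5'-TAMRA/3'-BHQ-2 THF-containing duplex, 50 nM; human APE1 0.75 nM after 15 min room-temperature exposure to compound; kinetic three-point read at one-minute spacing.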
* = called active by the depositor; ? = inconclusive; · = not tested or not shown; [ ] = dose if it differs, or a comment. The call rests on the fitted dose curve; in most records, active means well fitted curve in the direction sought with a large enough effect; inconclusive means small, poorly fitted or top-dose-only effect, or another doubt; inactive means no such curve, though single readings can be large; an effect the other way counts as inactive or inconclusive. Potency means the concentration at half of the fitted maximal effect. Some of the compounds tested (hit frequency here may not be typical).

The opening two records, ahead of the listing:
The line under a structure holds: G9a block | Apoferritin bind | Pol eta inh | APEX1 inh | BAZ2B inh | BLM inh | POLK inh | Pol beta inh | POLI inh
- COc1ccc(/C=C/C(=O)c2ccc(O)cc2)cc1CN1CCOCC1
  13.8%[59 µM] | 4.1% | -12.4% | 11.8% | -7.0% | 4.6% | -1.0% | 25.7% | -8.7%
- Cn1nccc1NS(=O)(=O)c1ccc(F)cc1
  1.8%[59 µM] | 13.7% | -15.7% | 5.1% | 33.2% | -5.8% | -4.9% | 6.6% | -9.2%

Results, previewed entries included:
The line under a structure holds: G9a block | Apoferritin bind | Pol eta inh | APEX1 inh | BAZ2B inh | BLM inh | POLK inh | Pol beta inh | POLI inh
- COc1ccc(/C=C/C(=O)c2ccc(O)cc2)cc1CN1CCOCC1
  13.8%[59 µM] | 4.1% | -12.4% | 11.8% | -7.0% | 4.6% | -1.0% | 25.7% | -8.7%
- Cn1nccc1NS(=O)(=O)c1ccc(F)cc1
  1.8%[59 µM] | 13.7% | -15.7% | 5.1% | 33.2% | -5.8% | -4.9% | 6.6% | -9.2%
- N#Cc1ccc(CSc2ccc(S(=O)(=O)N3CCCCCC3)cn2)cc1
  3.8% | · | -9.9% | 26.0% | 14.4% | · | 0.1% | · | 24.8%
- Cn1c(/N=C/c2ccccc2[N+](=O)[O-])nc2ccccc21
  79.4µM* | 6.4% | -14.5% | 11.4% | 8.5% | 0.4% | 6.0% | 6.6% | 35.5%[activator]
- O=C(c1ccc2c(c1)N(Cc1ccc(Cl)cc1)C(=O)c1ccccc1S2(=O)=O)N1CCC(Cc2ccccc2)CC1
  -37.9%[59 µM] | -22.5% | -24.2% | · | -23.0% | -9.6% | -3.6% | 0.6% | 33.0%[activator]
- Cc1oc(-c2cccc(Cl)c2)nc1CN1CCCC(C(=O)NCc2ccc(Cl)cc2)C1 (configuration not stated)
  -44.7%[59 µM] | -7.4% | -11.6% | · | ? | -7.2% | -6.1% | 7.0% | -28.1%
- CCc1nnc(NC(=O)C2CCCN2S(=O)(=O)c2ccc(F)cc2)s1 (configuration not stated)
  -0.6%[12.7 µM] | -16.1% | -6.8% | -3.2% | -25.8% | -3.0% | 0.1% | 19.5% | 14.9%
- O=C1CCCc2oc3c(c21)CCCC3
  50.1µM* | -17.4% | -12.4% | 4.7% | -21.4% | -7.4% | -0.1% | 30.3% | 52.5%[activator]
- COC(=O)C1=C(C)N=C2SC(C)C(=O)N2C1c1cccc(F)c1 (configuration not stated)
  -27.7%[0.0925 µM] | -19.2% | -20.2% | 5.2% | -11.6% | -10.5% | 1.7% | 22.2% | -2.2%
- O=C(Nc1cc(Cl)ccc1N1CCOCC1)c1cccnc1
  22.8% | -6.5% | -1.0% | 13.9% | -16.1% | -4.7% | 14.3% | 0.8% | 68.3%[activator]

Some entries already given with just BAZ2B inh and BLM inh:
| compound | BAZ2B inh | BLM inh |
| --- | --- | --- |
| COc1ccc(/C=C/C(=O)c2ccc(O)cc2)cc1CN1CCOCC1 | -7.0% | 4.6% |
| Cn1nccc1NS(=O)(=O)c1ccc(F)cc1 | 33.2% | -5.8% |

(more compounds)
The line under a structure holds: G9a block | Apoferritin bind | Pol eta inh | APEX1 inh | BAZ2B inh | BLM inh | POLK inh | Pol beta inh | POLI inh
- O=C(CN(C1CCCCC1)S(=O)(=O)c1ccc(Cl)cc1)NCc1ccncc1
  -13.3%[59 µM] | -10.8% | 9.1% | -1.4% | 20.2% | -3.1% | -7.2%[60.1 µM] | 2.2% | 0.7%
- COc1ccc(-c2csc(N(CCCN(C)C)C(=O)c3ccc(C)cc3)n2)cc1
  79.4µM* | -19.7% | -24.3% | -14.8% | ? | 0.4% | 1.4% | -2.2% | 46.9%[activator]
- CCN1CCN(c2cc(C)c3cc(NC(=O)c4cccc(Cl)c4)ccc3n2)CC1
  -35.2%[59 µM] | -0.2% | -22.1% | · | -1.9% | -1.3% | 2.3% | -0.2% | 11.0%
- O=[N+]([O-])c1ccc(N2CCCC2)nc1N1CCCC1
  ? | 6.3% | -19.2% | 5.2% | ? | -3.3% | -2.1% | 17.5% | 45.3%[activator]
- Cc1ccc(S(=O)(=O)N2CCC(C(=O)Nc3ccccc3N3CCCC3)CC2)cc1C
  -37.2% | · | 9.0% | -0.3% | ? | · | -4.4% | · | 24.4%
- Clc1nc(Cl)nc(NCCC2=CCCCC2)n1
  ? | -5.5% | -18.5% | 0.0% | 56.2µM* | 0.4% | -4.5% | -2.3% | 48.1%[activator]
- CCN(CC)CCCNc1oc(/C=C/c2ccccc2)nc1C#N
  · | 238.6%[activator] | -11.8% | 6.8% | -9.3% | -1.1% | -13.5% | -25.4% | -9.6%
- CC(=O)Oc1ccc(-c2csc(Nc3cccc(C)n3)n2)cc1
  6.5% | -8.2% | -19.7% | -7.0% | 4.8% | -4.4% | -2.2% | -0.4% | 9.5%
- Oc1c(C(c2cccs2)N2CCN(c3cccc(Cl)c3)CC2)sc2ncnn12 (configuration not stated)
  -10.2%[59 µM] | -10.2% | -21.0% | 4.1% | ? | -7.6% | -9.8% | -1.2% | 27.4%
- CC(=O)N1CC2(C)CN(C(C)=O)CC(C)(C1)C2O (configuration not stated)
  -17.1%[59 µM] | 6.3% | -5.6% | -0.9% | -20.8% | -4.0% | -6.9% | -9.5% | -11.3%
- Cc1ccccc1C(=O)O/N=C(\N)c1ccncc1
  -1.0%[59 µM] | 0.8% | 2.4% | -0.6% | -2.7% | -1.3% | -2.6% | 6.0% | 59.0%[activator]
- CC(CC(=O)Nc1cc(C(F)(F)F)ccc1Cl)c1ccccc1 (configuration not stated)
  9.3%[59 µM] | ? | -10.6% | -9.7% | 56.2%[activator] | -9.5% | -11.8% | 2.1% | -2.8%
- CN(C)CCN(C(=O)/C=C/c1cccs1)c1nc2c(F)cc(F)cc2s1
  ? | 5.9% | -38.2% | -4.0% | ? | -10.5% | -7.5% | 39.8µM* | ?
- CC1=NN(C(=O)c2csc(C)c2)C(O)(C(F)(F)F)C1 (configuration not stated)
  10.4% | -16.3% | -17.1% | -0.9% | 5.8% | -1.1% | -1.7% | 17.1% | 29.5%
- O=C1NCCN(Cc2cccc(Oc3ccccc3)c2)C1CC(=O)N1CCCCC1 (configuration not stated)
  · | -23.1% | -1.8% | -14.4% | -24.5% | 0.8% | -6.9% | 0.7% | 26.2%
- CCCNC(=O)CSc1nc(COc2ccccc2)nc2ccccc12
  1.6% | ? | -10.9% | -3.6% | 0.3% | -4.9% | -10.3% | -29.8% | 52.4%[activator]
- COc1ccc2cc(CCNS(=O)(=O)c3ccc(C)cc3)c(=O)[nH]c2c1
  5.2%[59 µM] | -17.3% | -10.0% | · | -4.6% | 1.7% | 12.3% | 5.4% | 17.7%
- O=C(Nn1c(-c2ccccc2)nc2ccccc2c1=O)c1ccco1
  9.9% | -8.3% | -2.6% | -7.1% | -3.3% | 0.9% | 3.5% | 10.0% | -16.2%
- CCOc1ccc(NC(=O)Cn2nnc(C(=O)NCCc3ccc(OC)c(OC)c3)c2N)cc1
  ? | -23.5% | -3.1% | ? | -9.3% | -8.2% | 8.8% | 50.0% | -4.7%
- C[N+](C)(C)CCN1C(=O)CSC1=O
  -4.4%[59 µM] | 7.6% | 5.5% | 9.5% | 1.3% | -1.4% | -15.3% | 10.5% | 17.7%
- CCOc1cc2[nH]c(=O)n(CCCCC(=O)N3CCN(c4ccccc4OC)CC3)c(=O)c2cc1OCC
  -0.4%[59 µM] | -0.1% | -1.8% | · | 0.9% | -2.7% | 1.9%[60.1 µM] | 12.2% | 16.7%
- CCOC(=O)c1ccc(CC(=O)c2oc3cc(O)ccc3c2C)o1
  ? | 0.9% | -4.7% | -2.9% | ? | -14.4% | -18.9% | 3.4% | 56.6%
- Cc1cc([N+](=O)[O-])nn1CC(=O)N/N=C/c1ccc(O)cc1O
  9.6% | -4.2% | -11.8% | 3.4% | 89.1µM* | -2.1% | 13.5% | 8.6% | 15.1%
- Cc1ccc(NC(=O)CSc2ncc3c(n2)-c2ccc(Cl)cc2N(C)S3(=O)=O)cc1F
  -21.4%[59 µM] | -15.4% | -2.5% | · | -0.7% | -4.3% | -4.8% | -13.1% | 1.5%
- CCOc1ccccc1N(C)C(=O)c1cc(S(=O)(=O)NCCc2ccc(Cl)cc2)ccc1F
  0.9%[59 µM] | -0.9% | -10.6% | · | 3.2% | -8.9% | -5.8%[60.1 µM] | 0.4% | -0.7%
- CCOC(=O)[C@H]1[C@H]2COc3ccccc3[C@@H]2N2C(=O)c3cc(F)c(F)cc3NC(=O)[C@@]12C
  -13.4%[2.33 µM] | · | -3.6% | -7.9% | 6.1% | · | -0.3% | · | 7.6%
- COc1cc(C(=O)OCC(=O)NC(=O)NCc2ccccc2)ccc1OC(F)F
  -72.1%[12.7 µM] | · | -17.7% | -21.9% | 4.2% | · | -10.7% | · | 1.5%
- Cc1noc(/C=C/c2cccnc2)c1[N+](=O)[O-]
  44.7µM* | -6.2% | -10.1% | 65.7% | -23.3% | -2.4% | 5.7% | -0.5% | 6.9%
- CCNc1nc(NC(C)(C)C)nc(N2CCCCC2)n1
  4.1% | -11.4% | -2.9% | 5.1% | -19.3% | 2.0% | -8.0% | 5.7% | -1.8%
- COc1ccc(/C=N/NC(=O)c2cc(Br)ccc2O)cc1Cn1cc(Cl)cn1
  36.7%[59 µM] | -8.6% | ? | ? | -8.3% | -12.8% | -21.1% | ? | 12.2%
- Cc1nnc(NC(=O)C2CCN(S(=O)(=O)c3cc([N+](=O)[O-])ccc3Cl)CC2)o1
  ? | · | -19.0% | -6.8% | 15.8µM* | · | 0.1% | · | 18.2%
- CC(C)Cn1c(=O)c2c(nc3n2CCS3)n(C)c1=O
  4.5% | -3.5% | -14.0% | -0.6% | -4.0% | 1.2% | 4.9% | 0.0% | 56.7%[activator]

Screening data from PubChem BioAssay.
